Apoferritin bind – binds horse apoferritin like a general anesthetic; Potency, µM (doses to about 77.5 µM), inactives show top-dose activity change, negative = displacement, actives largely listed as inhibitors; 350,000 compounds, 0.074% hits; apoferritin/1-aminoanthracene competitive binding, fluorescence; P02791; also: potency is read from the fitted curve at half-maximal effect; % is scaled to controls: 0 for no effect and ±100 for the full control effect; nearly all actives have a fitted effect of over 20% in size
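Apoferritin-based anesthetic binding model; compound displacement of fluorescent 1-AMA measured as endpoint fluorescence after 10 minutes at room temperature, scaled to free-ligand and complex controls.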
POLK inh – blocks human DNA polymerase kappa activity; purified Pol kappa, fluorescent DNA synthesis assay, 10 min; AID 588579; 400,000 compounds, 0.53% hits; Potency, µM (top dose mostly 107 µM), without a hit: at the top dose activity, negative = inhibition, most hits filed as inhibitors; also: potency is read from the fitted curve at half-maximal effect; % is scaled to controls: 0 for no effect and ±100 for the full control effect
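First, compounds were pin-transferred onto 10 nM Pol kappa. After 15 min at room temperature, substrate was added to 50 nM final. Fluorescence was then measured kinetically at 0 and 10 min.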
Pol eta inh – blocks human DNA polymerase eta activity; recombinant Pol eta, fluorescent DNA replication assay; Potency, µM (titrated, usually from 114 µM), inactives show at the highest dose activity change, negative = inhibition, actives largely listed as inhibitors; 390,000 compounds, 1.2% hits; Q9Y253; AID 588591; also: potency is read from the fitted curve at half-maximal effect; % is scaled to controls: 0 for no effect and ±100 for the full control effect
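Fluorescent replication assay: 50 nM final substrate added after a 15 min room-temperature compound preincubation with 10 nM enzyme. Signal taken at 0 min and again at 10 min.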
POLI inh – inhibitors of human DNA polymerase iota. Pol iota fluorescent replication assay, 10 min. Potency, µM (series often up to 115 µM), without a hit: at the highest dose activity, negative = inhibition, hits mostly inhibitors. 390,000 compounds, 1% hits. Q9UNA4; also: potency is read from the fitted curve at half-maximal effect
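Fluorescent replication assay read twice, at 0 min and 10 min after adding 50 nM (final) substrate. Enzyme (10 nM) and compounds were first incubated 15 min at room temperature; enzyme-free buffer wells were negative controls.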
APE1 inh – inhibitors of human APE1 endonuclease; recombinant APE1, TAMRA/BHQ-2 abasic DNA cleavage fluorescence; Potency, µM (series often up to 65.8 µM), for the others: top-dose activity change, negative = inhibition, hits mostly inhibitors; AID 2517; 350,000 compounds, 0.35% hits;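 also: potency is read from the fitted curve at half-maximal effect; plate controls were vehicle for no effect and reference inhibitor for full effect; nearly all actives have a fitted effect of over 55% in size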
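Measures dequenching upon AP-site incision of a 5'-TAMRA/3'-BHQ-2 THF-containing duplex, 50 nM; human APE1 0.75 nM after 15 min room-temperature exposure to compound; kinetic three-point read at one-minute spacing.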
BLM helicase inh – inhibitors of human Bloom syndrome helicase BLM | P54132 | recombinant BLM DNA unwinding, fluorescence dequenching | Potency, µM (titrated, usually from 56.1 µM), for inactives: at the top dose activity change, negative = inhibition, hits mostly inhibitors | 350,000 compounds, 0.2% hits | AID 2528;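 also: potency is read from the fitted curve at half-maximal effect; plate controls were vehicle for no effect and no enzyme for full effect; nearly all actives have a fitted effect of over 35% in size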
Target sequence (P54132 whole entry, looked up): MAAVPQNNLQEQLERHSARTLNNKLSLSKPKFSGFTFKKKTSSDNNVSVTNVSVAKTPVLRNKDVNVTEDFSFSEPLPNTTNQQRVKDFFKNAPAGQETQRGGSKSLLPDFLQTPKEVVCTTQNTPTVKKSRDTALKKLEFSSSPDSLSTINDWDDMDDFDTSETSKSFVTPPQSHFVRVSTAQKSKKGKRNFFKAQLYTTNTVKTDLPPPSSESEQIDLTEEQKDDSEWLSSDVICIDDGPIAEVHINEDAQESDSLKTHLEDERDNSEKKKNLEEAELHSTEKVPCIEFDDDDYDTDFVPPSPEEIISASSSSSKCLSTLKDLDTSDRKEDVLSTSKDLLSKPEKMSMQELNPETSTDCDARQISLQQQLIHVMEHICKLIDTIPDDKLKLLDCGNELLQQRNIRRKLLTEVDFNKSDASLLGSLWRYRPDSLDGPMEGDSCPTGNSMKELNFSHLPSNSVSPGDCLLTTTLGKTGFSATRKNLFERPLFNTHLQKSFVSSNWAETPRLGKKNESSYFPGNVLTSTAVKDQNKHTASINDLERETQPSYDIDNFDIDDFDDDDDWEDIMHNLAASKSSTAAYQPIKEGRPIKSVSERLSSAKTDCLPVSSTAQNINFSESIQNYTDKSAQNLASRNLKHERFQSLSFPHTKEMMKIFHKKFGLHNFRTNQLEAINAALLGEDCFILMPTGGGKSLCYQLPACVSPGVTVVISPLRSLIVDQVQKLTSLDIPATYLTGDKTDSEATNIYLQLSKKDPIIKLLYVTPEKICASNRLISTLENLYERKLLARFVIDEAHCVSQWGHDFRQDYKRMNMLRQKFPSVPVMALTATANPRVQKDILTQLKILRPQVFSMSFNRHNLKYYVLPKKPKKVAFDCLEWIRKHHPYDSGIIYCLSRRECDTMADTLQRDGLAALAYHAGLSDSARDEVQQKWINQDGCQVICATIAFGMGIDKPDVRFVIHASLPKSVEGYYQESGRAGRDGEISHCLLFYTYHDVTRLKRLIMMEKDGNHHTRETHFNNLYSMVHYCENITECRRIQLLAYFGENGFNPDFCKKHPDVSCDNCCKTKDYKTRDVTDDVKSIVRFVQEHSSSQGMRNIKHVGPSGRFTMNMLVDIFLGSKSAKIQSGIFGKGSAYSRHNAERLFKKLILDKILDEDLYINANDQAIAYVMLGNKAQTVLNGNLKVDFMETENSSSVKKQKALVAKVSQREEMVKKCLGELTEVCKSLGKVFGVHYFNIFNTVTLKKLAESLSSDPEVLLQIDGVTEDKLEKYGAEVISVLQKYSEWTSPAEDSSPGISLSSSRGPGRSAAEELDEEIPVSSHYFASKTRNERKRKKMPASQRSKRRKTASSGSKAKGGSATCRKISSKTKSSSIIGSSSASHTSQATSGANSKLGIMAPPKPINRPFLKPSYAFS
Pol beta inh – inhibitors of human DNA polymerase beta | Pol beta primer extension/strand displacement, fluorescence kinetic | 340,000 compounds, 1.3% hits | AID 485314 | Potency, µM (highest dose often 114 µM), for inactives: at the highest dose activity change, negative = inhibition, hits mostly inhibitors; also: potency is read from the fitted curve at half-maximal effect; % is scaled to controls: 0 for no effect and ±100 for the full control effect
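Homogeneous kinetic assay of primer extension and strand displacement by 10 nM Pol beta, preincubated 15 min at room temperature with compound before 50 nM substrate (final) was added. Read at 0 and 10 min; four-parameter Hill fit.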
LDHA block – LDHA (human) enzyme inhibition. activity change, % (values are at about 110 or 230 µM). 480,000 compounds, 0.15% hits. AID 1347041. P00338. purified LDHA, NADH/diaphorase-resazurin fluorescence; active compounds read low; in the data active = activity change below about -30%; inconclusive = mostly about -25% to -30%;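 also: plate controls were DMSO wells for no effect and wells without enzyme for full effect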
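Human LDH5 at 2 nM final in Tris HCl pH 7.4 with 0.06 mM NADH and 0.2 mM pyruvate, reacted 5 minutes at room temperature. Remaining NADH coupled via diaphorase/resazurin; resorufin fluorescence read at 0 and 20 minutes, normalized to enzyme-free and DMSO wells.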
GRP78 ERSR act – induces the endoplasmic reticulum stress response in human glioma cells; U87-MG GRP78 promoter luciferase reporter, 16 h; Potency, µM, for inactives: at the highest dose activation, most hits filed as activators; 420,000 compounds, 0.02% hits; AID 602332; also: potency is read from the fitted curve at half-maximal effect; series mostly up to about 76 µM; % of control where 0% means no effect; nearly all actives have a fitted effect of over 35% in size
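ERSR induction read as luciferase luminescence (Bright-Glo, 10 min at room temperature) in stably transfected human U87-MG glioma cells exposed to compounds for 16 h, using GRP78 as sensor.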
* hit, by the source's call; u = inconclusive; x = no result given; & = joins results of further samples; [ ] = another dose, or the depositor's remark. Unless noted, calls follow the shape of the dose curve; as a rule, active = well fitted curve in the direction sought with a large enough effect; inconclusive = small, poorly fitted or top-dose-only effect, or another doubt; inactive = no such curve, though single readings can be large; an effect the other way counts as inactive or inconclusive. Some of the compounds tested; count on the stated rates, not on these rows.

Screens by letter: A = Apoferritin bind; B = POLK inh; C = Pol eta inh; D = POLI inh; E = APE1 inh; F = BLM helicase inh; G = Pol beta inh; H = LDHA block; I = GRP78 ERSR act
(1) CCCN(C(=O)c1cc2c(=O)n(CC)c3ccccc3c2s1)c1ccccc1F
  A = -5%; B = -9%; C = -5%; D = 0%; E = x; F = -9%; G = 28%; H = 0; I = 0%
(2) Cn1nc(C(=O)NCc2ccc(F)cc2)c2c1-c1ccccc1SC2
  A = 73%[activator]; B = -4%; C = -19%; D = 19%; E = x; F = -12%; G = 9%; H = -3; I = 1%
(3) CCCN1C2CCCC1CC(NC(=O)c1ccc(OC)cc1)C2 (centres undefined)
  A = 0%; B = 6%; C = 1%; D = -9%; E = 52%[activator]; F = -5%; G = -1%; H = -8; I = -5%
(4) Cc1ccc(/C=N/NC(=O)CSc2nnc(-c3ccccc3)n2-c2ccc(Cl)cc2)o1
  A = -8%; B = -10%; C = -17%; D = 12%; E = -3%; F = 1%; G = 1%; H = 0; I = -6%
(5) CCOC(=O)CSc1n[nH]c(-c2ccco2)n1
  A = -3%; B = 10%; C = -18%; D = 10%; E = 1%; F = -1%; G = 12%; H = 2; I = -2%
(6) Cc1cccc(Cl)c1NC(=O)N1CCCN(c2ncccc2[N+](=O)[O-])CC1
  A = -11%; B = -3%; C = -4%; D = 72%[activator]; E = -3%; F = -7%; G = -6%; H = -2; I = -5%
(7) CC(C)NS(=O)(=O)c1ccc(OCC(=O)N2CCN(c3ccccc3)CC2)cc1
  A = -5%; B = 3%; C = -12%; D = -16%; E = 2%; F = 0%; G = 10%; H = 1; I = -1%
(8) Cc1ccc(C)c(NC(=O)C(c2ccccc2)N2CCOCC2)c1 (centres undefined)
  A = -14%; B = -11%; C = -8%; D = 46%[activator]; E = -2%; F = -1%; G = 4%; H = -9; I = -1%
(9) Cc1onc(-c2c(F)cccc2Cl)c1C(=O)Nc1nnc(C2CC2)s1
  A = -9%; B = 1%; C = 1%; D = 1%; E = -8%; F = -1%; G = 8%; H = -3; I = -1%
(10) Cc1ccc(N=Nc2c(C)[nH]n(-c3ccccc3)c2=O)cc1
  A = -20%; B = 4%; C = 3%; D = u; E = 9%; F = -9%; G = 24%; H = 0; I = 6%
(11) COC(=O)c1ccc(COc2ncnc3sccc23)cc1
  A = -2%; B = 5%; C = -10%; D = 9%; E = -8%; F = -2%; G = 1%; H = -4; I = 0%
(12) CCN1CCN(Cc2c(O)ccc3oc(C)c(C(=O)Nc4cccc(Cl)c4C)c23)CC1
  A = 2%; B = -18%; C = -4%; D = -11%; E = x; F = 6%; G = 20%; H = -11; I = -2%
(13) CNS(=O)(=O)c1cc(C(=O)OCC(=O)NC2CCCc3ccccc32)ccc1Cl (centres undefined)
  A = -16%; B = -4%; C = -15%; D = 10%; E = -4%; F = -7%; G = 27%; H = -5; I = -6%
(14) O=C(NC(Cc1ccccc1)C(=O)O)OCC1c2ccccc2-c2ccccc21 (centres undefined)
  A = 6%; B = 11%; C = -4%; D = 42%[activator]; E = 57%[activator]; F = -3%; G = -23%; H = -7; I = 2%
(15) O=C(NC1CC(=O)N(c2ccc(F)cc2)C1)C1CCCC1 (centres undefined)
  A = 11%; B = -3%[60.1 µM]; C = -11%; D = 20%; E = x; F = -2%; G = 26%; H = -13; I = -2%
(16) O=C(O)c1ccc(NS(=O)(=O)c2cc(C(=O)O)ccc2Br)cc1
  A = 2%; B = -16%; C = 0%; D = -5%; E = 4%; F = 4%; G = -1%; H = -3; I = 1%
(17) CCOC(=O)COc1cc(OCC(=O)OCC)c2c(=O)cc(-c3ccccc3)oc2c1
  A = -23%; B = 9%; C = -16%; D = 33%[activator]; E = -10%; F = -11%; G = u; H = -4; I = -2%
(18) COc1cc(NS(=O)(=O)c2ccc(NC(=S)NC(=O)c3ccco3)cc2)nc(OC)n1
  A = 3%; B = 11%; C = -9%; D = -10%; E = u; F = 1%; G = -15%; H = 0; I = -2%
(19) Cn1ccnc1CC(O)(c1ccccc1)c1ccccc1
  A = -13%; B = 5%; C = -3%; D = 40%[activator]; E = 22%; F = -4%; G = 22%; H = -1; I = -1%
(20) O=C(NCc1ccccc1Cl)C1CCCN(S(=O)(=O)c2cnc[nH]2)C1 (centres undefined)
  A = 2%; B = 4%; C = -25%; D = 3%; E = 1%; F = 3%; G = 3%; H = -2; I = -2%
(21) OC(CNCc1cccc(Cl)c1)c1ccccc1 (centres undefined)
  A = -13%; B = -7%; C = -7%; D = 43%[activator]; E = -2%; F = -1%; G = 30%; H = -13; I = -2%
(22) CC(=O)Nc1ccc(NC(=O)Cn2cnc3c(nnn3Cc3ccc(F)cc3)c2=O)cc1
  A = -6%; B = -14%; C = -8%; D = -30%; E = 1%; F = -6%; G = u; H = -18; I = -4%
(23) O=C(/C=C/c1cccs1)N1CCC2(CC1)Oc1ccc(F)cc1C(=O)C21CC(c2ccccc2)=NO1 (centres undefined)
  A = 3%; B = -9%; C = -15%; D = 8%; E = 4%; F = 0%; G = -19%; H = -7; I = -1%
(24) COc1ccc(CC(=O)N[C@@H]2c3ccccc3CC[C@H]2OCc2ccccc2)cc1
  A = x; B = -2%; C = -7%; D = -10%; E = 11%; F = x; G = x; H = -2; I = -4%
(25) CCOC(=O)CCc1c(C)n[nH]c1C
  A = 0%; B = -6%; C = -14%; D = 37%; E = -9%; F = -1%; G = -18%; H = -8; I = -3%
(26) COc1cc(/C=N/n2cnn(Cc3ccccc3Cl)c2=S)cc(OC)c1OC
  A = -7%; B = 8%; C = -14%; D = 32%[activator]; E = -4%; F = -10%; G = 19%; H = 2; I = -3%
(27) Cc1cc(NC(=O)CSc2ccc3c(c2)OCCO3)no1
  A = u; B = -1%; C = -10%; D = -8%; E = -1%; F = -1%; G = 36%[activator]; H = -4; I = 1%
(28) C=C(C)C1Cc2c(C)nn(-c3ccccn3)c2C1 (centres undefined)
  A = -15%; B = -7%; C = -1%; D = 8%; E = 1%; F = -10%; G = 5%; H = -5; I = -2%
(29) CC(=O)C1=C(C)NC(SCC(=O)c2ccc(F)cc2)=C(C#N)C1c1ccco1 (centres undefined)
  A = -23%; B = -13%; C = -16%; D = u; E = u; F = -12%; G = 15%; H = 9; I = 0%
(30) CC(C)C(=O)NNC(=O)c1csc(-c2cccs2)n1
  A = 10%; B = 0%; C = -9%; D = 47%[activator]; E = 4%; F = 4%; G = 5%; H = -3; I = 6%
(31) O=C(Nc1cccnc1)c1cccc(S(=O)(=O)N2CCOCC2)c1
  A = 6%; B = 1%; C = 2%; D = 26%; E = -2%; F = -1%; G = 3%; H = -5; I = -2%
(32) O=C1C=CCCC1
  A = x; B = -18%; C = -15%; D = 26%; E = 33%&-1%; F = x; G = x; H = -5; I = -2%
(33) CCOc1ccc(NC(=O)N2CC=C(n3c(=O)[nH]c4ccccc43)CC2)cc1
  A = -16%; B = -11%; C = -14%; D = 18%; E = -3%; F = -1%; G = 3%; H = 0; I = -6%
(34) CCCC(CCC)=NNc1ccc(S(=O)(=O)Nc2ccccc2OC)cc1[N+](=O)[O-]
  A = -14%; B = -5%; C = -26%; D = 25%; E = 1%; F = -7%; G = 14%; H = -3; I = -2%
(35) COc1cc2cc(CN(C(=O)Nc3ccccc3)C3CCCC3)c(=O)[nH]c2cc1OC
  A = -11%; B = 1%; C = -17%; D = -4%; E = 1%; F = -3%; G = 26%; H = -1; I = -2%
(36) CCOc1ccc2nc(SC3CC(=O)N(c4ccccc4)C3=O)sc2c1 (centres undefined)
  A = -17%; B = -9%; C = -9%; D = u; E = -3%; F = 1%; G = 15%; H = -2; I = -16%
(37) COc1ccccc1-c1nnc(C2CCN(C(=O)c3ccc(C)cc3)CC2)o1
  A = -6%; B = -3%; C = -8%; D = 51%[activator]; E = x; F = 0%; G = 7%; H = -1; I = 1%
(38) C/C=C(\C=C\[C@@H](C)C/C=C/CC/C=C/C=C\C[C@@H](OC)/C(C)=C\C=C(C)C)CC(=O)O
  A = 13%; B = 11%[60.1 µM]; C = x; D = x; E = -4%; F = -12%; G = x; H = x; I = 2%
(39) COc1cccc(C(C(=O)NC2CCCC2)N(C(=O)c2ccco2)c2ccccc2)c1OC (centres undefined)
  A = 5%; B = -5%; C = -1%; D = 51%[activator]; E = 18%; F = -3%; G = 7%; H = -7; I = -3%
(40) CCOc1nc(C)ccc1-c1noc(-c2ccncc2)n1
  A = -9%; B = -8%; C = 2%; D = u; E = 5%; F = 0%; G = 16%; H = -5; I = -2%

Entries above that have a furan ring, fused or not:
Screens by letter: A = Apoferritin bind; B = POLK inh; C = Pol eta inh; D = POLI inh; E = APE1 inh; F = BLM helicase inh; G = Pol beta inh; H = LDHA block; I = GRP78 ERSR act
(4) Cc1ccc(/C=N/NC(=O)CSc2nnc(-c3ccccc3)n2-c2ccc(Cl)cc2)o1
  A = -8%; B = -10%; C = -17%; D = 12%; E = -3%; F = 1%; G = 1%; H = 0; I = -6%
(5) CCOC(=O)CSc1n[nH]c(-c2ccco2)n1
  A = -3%; B = 10%; C = -18%; D = 10%; E = 1%; F = -1%; G = 12%; H = 2; I = -2%
(12) CCN1CCN(Cc2c(O)ccc3oc(C)c(C(=O)Nc4cccc(Cl)c4C)c23)CC1
  A = 2%; B = -18%; C = -4%; D = -11%; E = x; F = 6%; G = 20%; H = -11; I = -2%
(18) COc1cc(NS(=O)(=O)c2ccc(NC(=S)NC(=O)c3ccco3)cc2)nc(OC)n1
  A = 3%; B = 11%; C = -9%; D = -10%; E = u; F = 1%; G = -15%; H = 0; I = -2%
(29) CC(=O)C1=C(C)NC(SCC(=O)c2ccc(F)cc2)=C(C#N)C1c1ccco1 (centres undefined)
  A = -23%; B = -13%; C = -16%; D = u; E = u; F = -12%; G = 15%; H = 9; I = 0%
(39) COc1cccc(C(C(=O)NC2CCCC2)N(C(=O)c2ccco2)c2ccccc2)c1OC (centres undefined)
  A = 5%; B = -5%; C = -1%; D = 51%[activator]; E = 18%; F = -3%; G = 7%; H = -7; I = -3%
